# KCC2 mod: modulates chloride dependent transport by human KCC2. Q9H2X9. KCC2 cells, thallium flux FluoZin-2 fluorescence. B-score of Tl+ flux slope (higher = more flux/activation; lower = inhibition) at 10 µM. hit rate 2.2% among 190,000. AID 1456;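 active = thallium flux slope and its plate-corrected score both differing from the plate sample mean at a set confidence after two filtering rounds, in either direction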;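 note: slope of fluorescence scaled to starting intensity during 10 to 20 s after thallium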
# TRPN1 ag: activates the zebrafish TRPN1 channel. HEK293 zebrafish TRPN1-YFP, Fluo-8 calcium fluorescence; 100% = response to 87 µM carbachol. activation, % at 3 µM. hit rate 0.18% among 220,000;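 active = activation above its plate's cutoff, the mean activation of test wells on that plate plus 3 SD, cut at about 19% in these data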;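 note: 0% = DMSO alone and 100% = 87 µM carbachol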
#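 Material: zebrafish TRPN1-YFP in HEK293 cells; Doses: single test compound dose, 3 µM nominal, 0.3% DMSO; Timing: dye loading 1 h at 37 °C, then 30 min room temperature; Technique: intracellular calcium fluorescence with Fluo-8; Benchmarks: high carbachol 87 µM, low DMSO alone.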
# EBV gp42 inh: blocks Epstein-Barr virus glycoprotein 42 binding. Fluorescence polarization binding assay, mP read-out. hit rate 0.42% among 220,000. Q1HVG2. inhibition, % (tested at 21.74 µM); in the data active = inhibition above about 50%
# Target sequence (Q1HVG2 whole entry, looked up): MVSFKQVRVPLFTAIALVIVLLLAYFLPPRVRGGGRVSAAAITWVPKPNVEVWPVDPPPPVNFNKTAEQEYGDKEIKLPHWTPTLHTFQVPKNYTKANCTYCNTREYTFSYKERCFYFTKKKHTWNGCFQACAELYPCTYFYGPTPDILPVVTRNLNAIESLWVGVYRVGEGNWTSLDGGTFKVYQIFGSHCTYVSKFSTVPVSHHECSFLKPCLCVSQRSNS
# TRPML3 ag: activates the human TRPML3 channel; Q8TDD5; HEK293 TRPML3-YFP, Fluo-8 calcium fluorescence; 100% = the carbachol control signal; activation, % at 3 µM; hit rate 0.29% among 220,000; AID 1448;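 active = activation above its plate's cutoff, the mean activation of the plate's test wells plus 3 SD, cut at about 12% in these data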;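 note: 0% = DMSO only wells and 100% = carbachol wells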
#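 Test system: TRPML3-YFP stable HEK293 cells. Doses: single point at 3 µM. Incubation: dye loading 1 h 37 °C then 30 min ambient, 125 s read. Signal: Fluo-8 calcium dye fluorescence, ex 470-495, em 515-575 nm. Measure: percent activation from peak-to-basal fluorescence ratio, scaled between DMSO and carbachol.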
# Furin inhibitor: human furin inhibition; AID 463115; inhibition, % at 30 µM; P09958; hit rate 0.061% among 220,000; purified furin, fluorogenic substrate cleavage; in the data active = inhibition above about 25%; note: inactives centre near -15
# Target sequence (P09958 108-714 limits assumed): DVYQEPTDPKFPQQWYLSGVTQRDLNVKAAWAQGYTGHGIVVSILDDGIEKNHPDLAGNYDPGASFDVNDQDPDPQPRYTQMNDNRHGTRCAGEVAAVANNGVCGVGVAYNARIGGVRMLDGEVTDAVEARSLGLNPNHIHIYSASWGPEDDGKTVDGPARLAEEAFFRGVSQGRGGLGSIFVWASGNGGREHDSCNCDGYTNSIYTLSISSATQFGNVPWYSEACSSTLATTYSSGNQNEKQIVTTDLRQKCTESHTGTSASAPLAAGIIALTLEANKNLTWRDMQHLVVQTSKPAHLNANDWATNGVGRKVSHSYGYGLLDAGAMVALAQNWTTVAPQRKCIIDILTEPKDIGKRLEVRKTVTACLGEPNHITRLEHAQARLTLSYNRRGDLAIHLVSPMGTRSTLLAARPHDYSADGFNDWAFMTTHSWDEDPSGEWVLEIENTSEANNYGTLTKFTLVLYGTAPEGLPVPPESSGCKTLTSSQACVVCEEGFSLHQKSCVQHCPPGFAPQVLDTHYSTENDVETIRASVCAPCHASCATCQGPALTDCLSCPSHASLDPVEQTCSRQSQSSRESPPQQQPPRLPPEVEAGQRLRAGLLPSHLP
# Calpain2 inh: calpain II (pig) inhibition | inhibition, % at 16 µM | AID 1236 | hit rate 0.37% among 220,000 | purified calpain II, fluorogenic peptide substrate, 30 min;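 active = inhibition above about 50%, limit read from the data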
# TbHK1 inh: blocks Trypanosoma brucei hexokinase 1 activity; recombinant TbHK1, G6PDH-coupled NADH A340; inhibition, % at 10 µM; hit rate 0.11% among 220,000;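 active = inhibition of 50% or more in the single-dose primary screen; inactive = inhibition below 50%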
# PPC-1+TRAIL kill: kills PPC-1 cancer cells in the presence of TRAIL; PPC-1 cells + TRAIL, ATPLite viability luminescence; hit rate 0.41% among 220,000; cell killing (% activity), % at 4 µM;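 active = cell killing above 50% in the first pass at 4 µM, then a duplicate retest at 5 µM averaging 50% or more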;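 note: plate controls were cells with TRAIL plus DMSO for no effect and medium-only wells lacking cells for full effect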
# thrombin 1536: thrombin (human) inhibition; hit rate 0.26% among 220,000; alpha-thrombin, Boc-VPR-AMC fluorogenic substrate cleavage; P00734; inhibition, % at 5 µM;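 active = inhibition at or above 40%; inactive = inhibition below 40%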;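 note: 0% = enzyme with no compound and 100% = wells without enzyme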
#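 Material: Human alpha-thrombin protein | Buffer or medium: pH 7.5 Tris-saline with Tween 20 | Reagent: Boc-VPR-AMC substrate, 15 µM final | Schedule: Reaction at ambient temperature | Detection: AMC fluorescence at 355 nm excitation and 460 nm emission | Evaluation: Percent inhibition scaled between no-compound controls and no-enzyme blanks | Controls: no-compound enzyme wells and no-enzyme blanks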
# * hit, by the source's call; i = inactive; · = no result given; [ ] = another dose, or the depositor's remark.
SMILES,KCC2 mod,TRPN1 ag,EBV gp42 inh,TRPML3 ag,Furin inhibitor,Calpain2 inh,TbHK1 inh,PPC-1+TRAIL kill,thrombin 1536
O=c1[nH]ncc(N/N=C/c2ccccc2)c1Cl,·,0.3,2,0.5,-10[20 µM],-53,-26,2,2
O=C1c2ccccc2S(=O)(=O)N1CC(O)Cn1ccc2ccccc21 (centres undefined),-0.39,1.3,-4,0.8,-20[20 µM],-3,7,1,-2
COC(=O)c1ccc(CNC(=O)c2cc3ccccc3oc2=O)cc1,-0.34,0.5,-4,1.0,-29,-27,-4,18,-7
O=C(NCc1nnc(SCc2ccccc2)n1-c1ccc(F)cc1)C12CC3CC(CC(C3)C1)C2,-1.2,-0.2,17,-0.3,-4,7,-4,17,-9
O=C1CC(SC(=NCc2ccc3c(c2)OCO3)Nc2ccccc2)C(=O)N1c1ccccc1 (centres undefined),0.62,1.3,-4,0.6,-5[20 µM],45,8,16,0
COc1ccc(CNC(=O)CN(c2ccccc2)S(=O)(=O)N(C)C)cc1,0.2,-1.1,-4,0.3,-23,-8,-2,8,-6
CCN(CC)S(=O)(=O)c1cccc(C(=O)N/N=C2\CCCC(=O)C2)c1,0.039,1.7,5,2.0,-17,-9,-44,5,0
COc1cc(C(c2nnnn2C2CCCC2)N2CCc3ccccc3C2)ccc1O (centres undefined),·,0.4,-39,0.3,-12,8,-4,-12,3
COc1ccc(CCNC(=S)Nc2ccc(C(C)C)cc2)cc1,-0.24,-1.8,-1,-0.9,-13,9,6,16,2
COc1ccc(CNC(=O)C(C#N)c2nc3ccccc3nc2N2CCCC2)cc1 (centres undefined),i,0.0,-16,0.2,-5,-102,-6,10,3
Cc1nnc(NC(=O)CSc2cn(CCNC(=O)c3ccccc3)c3ccccc23)s1,0.035,2.3,54*,0.4,-15,11,-3,6,-1
CCOC(=O)C1CCCN(c2c(NCCCN(CC)c3cccc(C)c3)c(=O)c2=O)C1 (centres undefined),·,0.3,-20,0.1,-13,-16,-2,-5,-2
CCC(CC)C(=O)Nc1ccc(Cl)c(Cl)c1,2.2,-2.1,-13,-0.3,-5[20 µM],11,-3,22,2
CCN(c1ccccc1)S(=O)(=O)c1ccc(Cl)c(NC(=O)COC(=O)c2ccc[n+]([O-])c2)c1,0.054,-0.5,-5,-1.4,-29,-2,2,0,-1
Cc1c(C(=O)Nc2nnc(SCc3ccccc3Cl)s2)cccc1[N+](=O)[O-],0.055,0.9,-15,1.1,-15,13,10,17,-3
CCNC(=O)COC(=O)c1cc(S(=O)(=O)N2CCCCC2)ccc1C,·,0.1,-8,1.1,-12,-5,-4,-2,-8
COC(=O)C1=C(C)N=C2SC(C)C(=O)N2C1/C=C/c1ccccc1 (centres undefined),0.12,0.4,6,-0.1,-38[20 µM],14,-9,12,10
COc1ccc(CCC(=O)NC(C)C)cc1,-0.88,0.1,-19,1.5,-19,5,-5,11,-10
Nc1ccccc1C(=O)NNC1=C(C(=O)C(F)(F)F)CCC1,-0.11,1.5,-7,0.1,-17,-7,-28,4,-1
O=C(CSc1nc(COc2ccccc2)nc2ccccc12)NC1CCCC1,2,-0.9,16,-0.3,-12,26,4,·,-9

# Exported with tabs: entries from further up
Molecule	KCC2 mod	TRPN1 ag	EBV gp42 inh	TRPML3 ag	Furin inhibitor	Calpain2 inh	TbHK1 inh	PPC-1+TRAIL kill	thrombin 1536
COc1ccc(CNC(=O)C(C#N)c2nc3ccccc3nc2N2CCCC2)cc1 (centres undefined)	i	0.0	-16	0.2	-5	-102	-6	10	3
Cc1nnc(NC(=O)CSc2cn(CCNC(=O)c3ccccc3)c3ccccc23)s1	0.035	2.3	54*	0.4	-15	11	-3	6	-1
CCOC(=O)C1CCCN(c2c(NCCCN(CC)c3cccc(C)c3)c(=O)c2=O)C1 (centres undefined)	·	0.3	-20	0.1	-13	-16	-2	-5	-2
CCC(CC)C(=O)Nc1ccc(Cl)c(Cl)c1	2.2	-2.1	-13	-0.3	-5[20 µM]	11	-3	22	2
CCN(c1ccccc1)S(=O)(=O)c1ccc(Cl)c(NC(=O)COC(=O)c2ccc[n+]([O-])c2)c1	0.054	-0.5	-5	-1.4	-29	-2	2	0	-1
Cc1c(C(=O)Nc2nnc(SCc3ccccc3Cl)s2)cccc1[N+](=O)[O-]	0.055	0.9	-15	1.1	-15	13	10	17	-3

# Later entries:
SMILES,KCC2 mod,TRPN1 ag,EBV gp42 inh,TRPML3 ag,Furin inhibitor,Calpain2 inh,TbHK1 inh,PPC-1+TRAIL kill,thrombin 1536
COc1ccc(NC(=O)Cn2cnc3sc(C)c(S(=O)(=O)N4CCOCC4)c3c2=O)c(OC)c1,-0.26,-0.5,5,0.6,-6,12,-9,8,-7
Cc1cc(C=O)c2c(c1)C=CC1(Oc3ccccc3C(=O)N1C)O2 (centres undefined),-2.9,3.9,7,6.5,-14[20 µM],-25,-15,23,2
O=C(Nc1ccc(S(=O)(=O)N2CCCCC2c2cccnc2)cc1)c1c(F)cccc1F (centres undefined),0.39,3.8,4,2.4,-19,2,0,25,-12
COc1ccc(-c2ccc(OC)c([C@H]3[C@H]4C=CC[C@@H](C)[C@@H]4C(=O)N3Cc3ccccc3)c2)cc1,-0.65,·,-13,·,-25,-22,-12,11,3
CCCc1cc(=O)n2[nH]cnc2n1,-0.018,0.9,-11,0.2,-13[20 µM],-16,-4,-5,-1
COc1cc(C(=O)NCc2nnc(SCC(=O)N3CCOCC3)o2)cc(OC)c1OC,-0.52,-0.6,24,0.3,-24,-20,-1,-3,-10
CN(C)C(=O)CSc1nnc(Cc2ccc3c(c2)OCO3)o1,-0.32,1.3,-9,0.9,-23,-19,0,13,1
COC(=O)c1scc(C)c1-n1ccc(C(=O)C(=O)N(C)C)c1,-0.02,-1.1,-19,0.9,-18,4,-3,26,-7
COc1ccc(/C(C)=N/Nc2nc3ccccc3nc2C)cc1OC,-0.14,0.6,-12,0.1,-12,-11,-18,12,-4
CCOCCCn1c(=S)[nH]c2cc(C(=O)N3CCN(C)CC3)ccc2c1=O,-0.13,-0.2,-6,1.0,-9,-3,-10,18,5
CCN1CCN(C(=O)C(C)Nc2ccc(OC)cc2OC)CC1 (centres undefined),-0.054,0.0,-7,1.0,-24,-16,-4,2,-2
CCc1ccc2nc(NC(=O)Cn3cnc4ccccc4c3=O)sc2c1,0.87,-1.1,-21,-0.3,-16,72*,34,33,6
COc1ccc(NC2c3ccccc3C(=O)N2Cc2ccc3c(c2)OCO3)cc1 (centres undefined),-0.52,-1.0,13,-0.7,-28,-3,-8,8,3
CCN(C(=O)CN1CCN(c2ccc(OC)cc2)CC1)c1c(N)n(Cc2ccccc2)c(=O)[nH]c1=O,0.59,0.9,-13,0.3,-4,-34,6,11,-11
COc1ccccc1OCCCn1c(=O)oc2ccccc21,·,-0.3,-7,-0.1,-18[20 µM],11,-2,11,0
Cc1ccc(-n2nc(C)c(=O)c(-c3ccccc3)c2NC(=O)C(C)C)cc1,-0.024,1.3,-5,1.3,-25,4,-12,11,4
Cc1c(C(=O)c2no[n+]([O-])c2C(=O)c2cnn(C)c2C)cnn1C,0.49,0.8,-36,0.2,-23,-11,-11,8,5
O=C(Cn1cnc2ccccc2c1=O)NCc1cccs1,·,1.0,-6,0.5,-16,-18,-3,24,-11
O=C(NS(=O)(=O)c1ccccc1Cl)c1ccc[nH]1,0.4,0.1,3,-0.3,-26,-16,1,6,1
O=C(CSc1nnc2ccccn12)NCCc1ccc(F)cc1,0.56,-0.7,-9,0.6,-14,-17,1,-2,-5
CS(=O)(=O)Nc1ccc(C(=O)N2CCN(c3ccccc3F)CC2)cc1,·,0.2,-12,0.6,-11[20 µM],1,-2,19,3
Cc1ccc(-n2c(SCC(=O)Nc3cccc(C)c3)nc3c(oc4ccccc43)c2=O)cc1,-0.0093,0.9,-10,0.2,-10,-21,2,20,-4
CCN(CC)S(=O)(=O)c1cccc(-c2nnc(C(=O)c3ccc(C(F)(F)F)cc3)o2)c1,0.039,1.0,-11,0.4,-12,-58,-1,-28,-1
O=C(O)c1cc(NC(=S)NC(=O)C(c2ccccc2)c2ccccc2)ccc1Cl,1,0.1,-4,0.9,-34,-62,2,-6,3
CCOc1cccc(OCCOCCNC(C)(C)C)c1,0.81,0.2,-8,0.3,-20,-9,5,9,1
CS(=O)(=O)N(CC(=O)NC1CCCC1)Cc1ccc(Cl)cc1,0.041,-0.3,5,0.3,-19[20 µM],-29,22,-14,4
Cc1cccc(C)c1NC(=O)C1C2C=CC(C2)C1C(=O)NCc1ccccn1 (centres undefined),-1.3,-0.6,-11,0.7,-22[20 µM],-39,8,19,1
COc1ccc(Br)cc1CNC(=O)CCN1C(=O)COc2ccccc21,0.67,-0.1,-10,-0.1,-11,0,-5,32,0
CC(NC(=O)COC(=O)c1ccccc1Nc1ccccc1)c1ccccc1 (centres undefined),0.59,-1.1,-3,-0.6,-24,-9,-2,-6,-11
COc1ccc(-c2nnc(SCC(=O)Nc3sc4c(c3C#N)CCC4)n2CC2CCCO2)cc1 (centres undefined),0.18,-0.8,-17,-0.7,-10,-20,0,23,-1
COn1c(C)c(C(C)=O)c2c3no[n+]([O-])c3ccc21,0.86,1.2,-17,0.2,-7[20 µM],9,-3,-10,0
CCCCC#Cc1cncc(C(=O)N/N=C/c2ccccc2)c1,0.64,-1.4,-9,-0.2,-10,-29,-5,30,-4
CN(C)C(=O)CSc1nc2ccc(N3C(=O)c4ccccc4C3=O)cc2s1,-1,4.9,-33,1.1,-4,-1,-6,2,-13
COc1cc(-c2nnc(CSc3nnc(Nc4ccc(Oc5ccccc5)cc4)s3)o2)cc(OC)c1OC,-0.11,0.8,-24,0.0,-6,12,-12,8,-5
S=C(Nc1ccc(Oc2ccccc2)cc1)NC1CCCC1,-1.7,3.8,1,1.2,-11,41,36,3,-3
CC(C)NS(=O)(=O)c1ccc(OCC(N)=O)c(Cl)c1,-0.031,0.9,-9,0.7,-22[20 µM],31,-2,-6,-3
O=C(Cc1ccccc1)N/N=C/c1ccc2cccc(O)c2n1,0.36,-0.4,-13,-0.3,-17,-36,-12,0,-3
c1ccc(CCn2c(SCc3ccccc3)nnc2-c2ccncc2)cc1,-0.038,0.0,-33,-0.1,-6[20 µM],5,4,33,-7
Cc1c(-c2ccccc2)oc2c(C(=O)OCC(=O)Nc3ccc(F)cc3)cccc2c1=O,-2,-2.0,0,-0.5,-3,24,-7,21,-8
COc1ccc2c(c1)[nH]c1c(=O)n(/N=C/c3ccc(OC)c(CN4CCCC4)c3)cnc12,-0.0016,0.9,-12,-0.7,-7,-3,-49,6,-11
Cc1cc(=O)oc2cc(Oc3ncccc3[N+](=O)[O-])ccc12,0.085,0.7,6,0.6,-16,-146,4,-2,-1
CCCS(=O)(=O)N1CCC(C(=O)NCCC(C)C)CC1,0.41,0.8,-7,0.8,-23,-33,2,4,-1
Cn1cc(CNCc2cnc3ccccn23)c(-c2ccc(Oc3ccccc3)cc2)n1,0.42,3.2,-18,0.8,-11,-28,1,1,-12
CC1CCC2(CC1)NC(=O)N(CC(=O)Nc1cccc(S(=O)(=O)N3CCOCC3)c1)C2=O (centres undefined),0.2,0.3,-5,0.9,-15,-17,-10,12,-14
CCOC(=O)C1C(=O)C=C(c2cccc(NS(C)(=O)=O)c2)CC1c1ccco1 (centres undefined),-0.91,0.7,-16,0.0,-3[20 µM],-19,-12,32,-3

# Assay outcomes from PubChem.
